LMPTP block: LMPTP phosphatase inhibitors, primary screen, biochemical, fluorescence intensity, uHTS; recombinant LMPTP-A, OMFP fluorogenic substrate; Low molecular weight phosphotyrosine protein phosphatase (Homo sapiens), P24666; inhibition, % at 20 µM; 360,000 compounds, 0.22% hits;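 active means compounds that cut the enzyme signal by at least half of the control window in the single-dose screen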;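 further: plate controls were DMSO wells with enzyme plus substrate for no effect and substrate without enzyme for full effect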
Target sequence (P24666 whole entry, looked up): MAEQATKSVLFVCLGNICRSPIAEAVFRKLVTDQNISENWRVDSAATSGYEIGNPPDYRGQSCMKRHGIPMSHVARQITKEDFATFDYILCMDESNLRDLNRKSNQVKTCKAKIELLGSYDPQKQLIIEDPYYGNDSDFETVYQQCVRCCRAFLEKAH
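material = LMPTP-A | quantity = 0.625 nM enzyme | reagent = OMFP substrate, 400 µM final | buffer or medium = Bis-Tris pH 6.0, DTT, detergent | detection = endpoint fluorescence intensity from OMFP dephosphorylation | dosing = single 20 µM dose | read-out basis = % inhibition relative to no-enzyme and uninhibited control wells | control set = no-enzyme and uninhibited controls | timing = 50 min at room temperature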
DNMT1 block: human DNMT1 methyltransferase inhibitors, primary screen, biochemical, molecular beacon, fluorescence, HinP1I cleavage, uHTS; inhibition (reported as % activation of signal), % at 10 µM; 360,000 compounds, 0.83% hits; AID 588458, 2011; in the data active means inhibition above about 50%
SUMO1 PPI mod: modulators of SUMO1 protein-protein interactions, primary screen, biochemical, uHTS. SUMO1 binding to a labelled peptide, TR-FRET, 1 h. inhibition, % at 20 µM. 360,000 compounds, 0.33% hits. AID 602429, 2012; in the data active means inhibition above about 37%
Target sequence (P63165 whole entry, looked up): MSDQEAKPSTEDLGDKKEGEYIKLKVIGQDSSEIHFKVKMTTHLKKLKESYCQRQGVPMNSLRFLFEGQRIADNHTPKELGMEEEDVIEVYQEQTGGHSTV
Rin1 Abl inh: inhibitors of Rin1-Abl protein binding, primary screen, biochemical, TR-FRET | 360,000 compounds, 0.4% hits | inhibition, % at 7.35 µM | Tyrosine-protein kinase ABL1 (Homo sapiens) + Ras and Rab interactor 1 (Homo sapiens), … | AID 588664, 2011; in the data active means inhibition above about 5%, passing the limit was not always enough
NadD block: inhibitors of S. aureus NadD, primary screen, biochemical, colorimetric, uHTS; Nicotinate-nucleotide adenylyltransferase NadD (Staphylococcus aureus N315); purified NadD enzyme, colorimetric absorbance read-out; inhibition, % at 20 µM; 360,000 compounds, 0.78% hits; AID 602399, 2012; in the data active means inhibition above about 26%; further: some compounds past the cut are filed as inactive
Scp1 inh: Scp-1 phosphatase inhibitors, primary screen, biochemical, colorimetric, uHTS. Recombinant Scp1, phosphopeptide, malachite green phosphate absorbance. inhibition, % at 20 µM. 340,000 compounds, 0.88% hits. AID 493091, 2011;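 active means inhibition above about 50% at 20 µM, limit read from the data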;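 further: plate controls were DMSO wells with enzyme for no effect and wells lacking enzyme for full effect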
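Material – SCP-1 phosphatase catalytic domain, residues 76-261 · Buffer or medium – Acidic Tris acetate buffer with magnesium and detergent · Also added – Phospho 17-mer peptide substrate · Compound – single 20 µM dose, 1% DMSO · Times – 45 min room-temperature reaction, 5 min colour, 30 min stabiliser · Technique – Phosphate-binding colour reagent, absorbance read at 630 nm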
Neddylation inh: inhibitors of cullin neddylation, primary screen, biochemical, TR-FRET, uHTS, NAE and Ubc12; NEDD8-conjugating enzyme Ubc12 (Homo sapiens) + NEDD8-activating enzyme E1 regulatory …; calls only at 25 µM; 360,000 compounds, 0.58% hits; AID 651699, 2012; in the data active means inhibition above about 36%
STEP inh: STEP phosphatase inhibitors, primary screen, biochemical, fluorescence intensity, uHTS; 360,000 compounds, 0.25% hits; inhibition, % at 20 µM; recombinant STEP, OMFP fluorogenic substrate;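 active means inhibition at 20 µM, scaled per plate between control wells, above about 37%, limit read from the data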;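 further: 0% = DMSO with enzyme and substrate and 100% = substrate only without enzyme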
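System: STEP phosphatase, cell-free reaction; Buffer or medium: Bis-Tris pH 6.0 buffer with DTT, detergent; Incubation: 20 min at room temperature, dark; Measured by: fluorescence, 480/540 nm.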
Rpn11 block: Rpn11 (PSMD14) deubiquitinase inhibitors, primary screen, biochemical, fluorescence polarization, uHTS | 26S proteasome non-ATPase regulatory subunit 14 (Homo sapiens), O00487 | human 26S proteasome, Ub4-pepOG fluorescence polarization; 20S core pre-blocked with epoxomicin | calls only at 20 µM | 360,000 compounds, 0.59% hits | AID 588493, 2011;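 active means inhibition at 20 µM, scaled to each plate's controls, above about 33%, limit read from the data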
Target sequence (O00487 whole entry, looked up): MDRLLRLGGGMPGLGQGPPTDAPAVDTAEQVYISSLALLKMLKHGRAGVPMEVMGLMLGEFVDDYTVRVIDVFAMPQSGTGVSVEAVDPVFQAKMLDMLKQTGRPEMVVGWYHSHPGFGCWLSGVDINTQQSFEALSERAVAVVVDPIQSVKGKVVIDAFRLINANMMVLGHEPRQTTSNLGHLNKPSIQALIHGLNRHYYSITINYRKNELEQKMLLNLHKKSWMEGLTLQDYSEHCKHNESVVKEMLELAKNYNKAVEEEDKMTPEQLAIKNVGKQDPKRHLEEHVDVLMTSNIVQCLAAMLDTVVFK
CSN deneddyl inh: inhibitors of CSN-mediated cullin deneddylation, primary screen, biochemical, fluorescence polarization, uHTS; Purified CSN, SCF-Nedd8-OG deneddylation; inhibition, % at 12.5 µM; 360,000 compounds, 0.38% hits; AID 651999, 2013;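 active means pattern-corrected inhibition above about 35%, with an unprinted fluorescence ratio check between 0.5 and 1.5, limit read from the data, passing the limit was not always enough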;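 further: 0% = enzyme with substrate and 100% = substrate without enzyme; some results filed as inactive read as strong as hits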
Target sequence (Q92905 whole entry, looked up, one chain of several): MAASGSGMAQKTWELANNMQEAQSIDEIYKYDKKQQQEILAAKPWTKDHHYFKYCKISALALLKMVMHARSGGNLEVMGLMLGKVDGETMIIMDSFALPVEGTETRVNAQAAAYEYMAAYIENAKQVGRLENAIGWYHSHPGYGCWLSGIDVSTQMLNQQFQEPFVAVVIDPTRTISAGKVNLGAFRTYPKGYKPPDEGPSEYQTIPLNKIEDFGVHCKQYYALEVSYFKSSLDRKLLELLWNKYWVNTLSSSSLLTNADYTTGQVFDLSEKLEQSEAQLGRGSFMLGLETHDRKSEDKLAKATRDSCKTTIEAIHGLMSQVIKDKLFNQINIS
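Material: purified human Csn5 enzyme expressed in HEK293T cells / Medium: Tris buffer pH 7.5, NaCl, DTT, Tween-20, trehalose, ovalbumin / Compound dosing: 12.5 µM single point / Schedule: 90 min incubation of compound, enzyme and substrate at room temperature / Signal: fluorescence polarization of the substrate / Control set: no-enzyme wells high, enzyme-with-substrate wells low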
* = called active by the depositor; i = inactive; · = no result given.

1	COc1ccc(CCNC(=O)c2c(C)nn(-c3ccccc3)c2Cl)cc1
2	O=C(NCC(=O)N1CCN(c2ccccc2)CC1)c1ccco1
3	O=C(CCCN1C(=O)C(c2ccccc2)Oc2cccnc21)Nc1ccccc1Cl (configuration not stated)
4	CC(C)C1C(=O)N(Cc2cn(CC3CCCCC3)nn2)CCS(=O)(=O)N1Cc1ccc(-c2ccc(Cl)cc2)cc1 (configuration not stated)
5	CCN(c1ccccc1)S(=O)(=O)c1cc(C(=O)Nc2ccc(F)c(F)c2)ccc1F
6	COc1ccc(COc2cc(-c3cccc(OC)c3)nc3ccc(NC(=O)c4ccc(N(C)C)cc4)cc23)cc1
7	CC1=C(C(N)=O)C(c2ccc(C)o2)C(C(N)=O)=C(C)N1
8	CCN(CC)C(=O)CN1C(=O)C2(OCC(C)(C)CO2)c2ccccc21
Assay by compound	1	2	3	4	5	6	7	8
NadD block	-2	2	-1	11	-12	27	1	0
Scp1 inh	-12	1	-4	·	-5	11	5	-6
Rin1 Abl inh	2	4	0	-1	2	-4	4	0
Neddylation inh	i	i	i	i	i	i	i	i
SUMO1 PPI mod	7	2	5	0	0	-8	2	0
STEP inh	-1	-1	-2	-1	1	2	-5	4
DNMT1 block	-1	1	2	-6	0	-10	-2	5
LMPTP block	-0.6	-1.8	1.0	3.7	4.4	6.2	-1.0	-0.8
CSN deneddyl inh	5	-4	1	-2	-12	2	-5	6
Rpn11 block	i	i	i	i	i	i	i	i

9	O=C(O)C[C@H]1c2cc(F)ccc2S(=O)(=O)N1C1CCCC1
10	CCSc1nnc(CCNC(=O)OC(C)(C)C)o1
11	COc1ccc(S(=O)(=O)c2cnc3ccccc3n2)cc1
12	COC(=O)c1ccccc1NC(=O)CSc1n[nH]c(-c2ccncc2)n1
13	COC(=O)c1ccc(COc2ccc(-c3nn[nH]n3)cc2)cc1
14	CC1(C)Cc2ccccc2-c2nnc(-c3ccc(O)cc3)n21
15	COc1ccc(C(=O)NCCS(=O)(=O)NCc2ccccc2)cc1
16	CCOCCCNC(=O)Cc1ccc(OC)c(OC)c1
Assay by compound	9	10	11	12	13	14	15	16
NadD block	-10	-3	5	-3	6	-2	-5	-8
Scp1 inh	-5	-8	-10	-7	-6	1	-2	0
Rin1 Abl inh	-3	-5	-1	2	-2	0	0	2
Neddylation inh	i	i	i	i	i	i	i	i
SUMO1 PPI mod	-1	1	-13	-1	9	1	0	-4
STEP inh	2	0	2	-1	-4	3	0	-6
DNMT1 block	-8	0	0	2	4	-1	-1	2
LMPTP block	-2.7	-1.3	-0.2	1.0	-0.3	-1.5	-0.6	-0.8
CSN deneddyl inh	0	0	3	-1	1	1	2	2
Rpn11 block	i	i	i	i	i	i	i	i

17	CCOC(=O)CSc1ncnc2c1sc1nc(N3CCOCC3)c3c(c12)CCCC3
18	Cc1ccc(C(C)NC(=O)Cc2cccs2)cc1C (configuration not stated)
19	Cc1ccc(C)c(NC(=O)COC(=O)CNC(=O)c2ccccc2Cl)c1
20	COc1cc(/C=C2\C(=O)ON=C2c2ccccc2)cc(Br)c1O
21	COCCCNC(=O)/C=C/c1ccc(Cl)cc1
22	Cn1nnnc1SCCNCc1ccccc1OCc1ccc(Cl)cc1
23	C/C(=N\NC(=O)CSCc1ccc(Cl)cc1)c1ccc2c(c1)OCCO2
24	O=C(NNC(=O)c1ccc(Cl)cc1Cl)c1cnccn1
Assay by compound	17	18	19	20	21	22	23	24
NadD block	-1	5	-7	-5	2	5	-6	-4
Scp1 inh	-5	15	12	17	-9	-2	5	-11
Rin1 Abl inh	-2	-1	3	-2	-3	3	-1	-1
Neddylation inh	i	i	i	i	i	i	i	i
SUMO1 PPI mod	-22	-2	-4	-10	-11	-3	0	2
STEP inh	2	2	-4	2	-1	4	-2	3
DNMT1 block	-8	8	8	6	5	-2	-4	0
LMPTP block	-0.3	1.8	-0.9	-0.9	-1.6	-1.2	1.4	-2.1
CSN deneddyl inh	-1	5	0	10	-1	3	-2	-1
Rpn11 block	i	i	i	i	i	i	i	i

25	C=CCn1c(COc2ccccc2)nnc1SCC(=O)O
26	CC(=O)Nc1ccc(S(=O)(=O)NCC(=O)OCC(=O)NNC(=O)c2ccccc2)cc1
27	O=C(COC(=O)C1CCN(c2ccc(C(F)(F)F)cn2)CC1)c1ccc(Cl)cc1
28	Cn1ccnc1C(O)c1cc(C(C)(C)C)c(O)c(C(C)(C)C)c1 (configuration not stated)
29	CC(=O)Nc1ccc([N+](=O)[O-])cn1
30	COc1ccc(C(=O)NCC(c2cccnc2)N2CCN(c3ccccc3)CC2)cc1OC (configuration not stated)
31	O=C(O)CNC(=O)c1cccc(C(F)(F)F)c1
32	Cc1cc(NC(=O)c2cc([N+](=O)[O-])cc([N+](=O)[O-])c2)n(-c2ccccc2)n1
Assay by compound	25	26	27	28	29	30	31	32
NadD block	5	1	1	1	5	7	1	-1
Scp1 inh	-1	-7	1	-12	3	-5	2	-1
Rin1 Abl inh	0	5	4	1	4	-2	-2	0
Neddylation inh	i	i	i	i	i	i	i	i
SUMO1 PPI mod	-1	-3	-2	5	-23	1	0	-26
STEP inh	0	-1	3	1	0	-2	-3	-2
DNMT1 block	0	3	-2	3	3	1	3	-8
LMPTP block	-0.2	-0.5	4.7	-1.6	1.3	-3.4	1.6	-1.1
CSN deneddyl inh	1	-3	8	1	3	5	-2	0
Rpn11 block	i	i	i	i	i	i	i	i

33	Cc1nn(C(=O)c2ccoc2C)c(N)c1-c1ccccc1
34	CC(C)N1CCC(N2CCN(C/C=C/c3ccccc3)CC2CCO)CC1 (configuration not stated)
35	CCOC(=O)N1CCN(C(=O)c2ccccc2N(Cc2ccccc2)S(=O)(=O)c2ccc(OC)cc2)CC1
36	CCCC1Cc2[nH]c(=O)c(C#N)cc2CO1 (configuration not stated)
37	CSc1nnc(C)c(=O)n1COC(=O)COc1ccc(Cl)cc1Cl
38	O=C(NC1CCCCCCC1)c1ccc2c(c1)OCO2
39	N#CCCn1c(SCC(=O)Nc2ccc(N3CCOCC3)cc2)nc2ccccc21
40	N#Cc1ccc(S(=O)(=O)NCC(=O)OCC(=O)NCCc2ccccc2)cc1
Assay by compound	33	34	35	36	37	38	39	40
NadD block	-4	1	0	-4	-2	-1	-1	-7
Scp1 inh	-8	-1	-12	-7	-9	0	-5	-2
Rin1 Abl inh	0	3	4	-2	-3	6	0	0
Neddylation inh	i	i	i	·	i	i	i	i
SUMO1 PPI mod	4	3	0	-4	-3	11	-1	-6
STEP inh	0	2	2	-1	-2	1	0	-2
DNMT1 block	-2	0	-2	0	-1	-1	-3	-1
LMPTP block	0.7	-1.8	0.5	-1.2	-1.2	-1.2	-1.8	-0.5
CSN deneddyl inh	-2	-3	0	0	-2	-3	-16	4
Rpn11 block	i	i	i	i	i	i	i	i

Reformatted: results already given.
| cpd | SMILES | NadD block | Scp1 inh | Rin1 Abl inh | Neddylation inh | SUMO1 PPI mod | STEP inh | DNMT1 block | LMPTP block | CSN deneddyl inh | Rpn11 block |
| --- | --- | --- | --- | --- | --- | --- | --- | --- | --- | --- | --- |
| 39 | N#CCCn1c(SCC(=O)Nc2ccc(N3CCOCC3)cc2)nc2ccccc21 | -1 | -5 | 0 | i | -1 | 0 | -3 | -1.8 | -16 | i |
| 34 | CC(C)N1CCC(N2CCN(C/C=C/c3ccccc3)CC2CCO)CC1 (configuration not stated) | 1 | -1 | 3 | i | 3 | 2 | 0 | -1.8 | -3 | i |
| 35 | CCOC(=O)N1CCN(C(=O)c2ccccc2N(Cc2ccccc2)S(=O)(=O)c2ccc(OC)cc2)CC1 | 0 | -12 | 4 | i | 0 | 2 | -2 | 0.5 | 0 | i |
| 38 | O=C(NC1CCCCCCC1)c1ccc2c(c1)OCO2 | -1 | 0 | 6 | i | 11 | 1 | -1 | -1.2 | -3 | i |
| 37 | CSc1nnc(C)c(=O)n1COC(=O)COc1ccc(Cl)cc1Cl | -2 | -9 | -3 | i | -3 | -2 | -1 | -1.2 | -2 | i |
| 33 | Cc1nn(C(=O)c2ccoc2C)c(N)c1-c1ccccc1 | -4 | -8 | 0 | i | 4 | 0 | -2 | 0.7 | -2 | i |

Next structures
41	Cc1c(C(=O)c2ccc(F)cc2F)c2ccccn2c1CCC#N
42	C[C@H](CO)N1C[C@H](C)[C@@H](CN(C)S(=O)(=O)c2ccc(F)cc2)Oc2ccc(NC(=O)Nc3ccc4c(c3)OCO4)cc2C1=O
43	CCCCN(CCCC)S(=O)(=O)c1ccc(NC(=O)CN2CCOCC2)cc1
44	CNC(=O)CCSSCCC(=O)NC
45	COc1cc(C=NNc2ccccc2[N+](=O)[O-])cc(OC)c1OC
46	CCOc1ccc(CN(C)C(=O)c2ccc3c(c2)NC(=O)C(C)S3)cc1OC (configuration not stated)
47	CN(Cc1ccccc1)C(=O)[C@@H]1CCCN1C(=O)[C@@H]1CCCN1C(=O)OC(C)(C)C
48	C=CCC[C@@H](Cc1ccc(F)cc1)C(=O)OC[C@@H](NC(=O)[C@@H](CC=C)CC(=O)N(CCO)Cc1ccccc1)c1ccccc1
49	Cc1ccnc(NC(=O)CCC(=O)N(CC(=O)NCc2ccc(F)cc2)CC2CCCO2)c1 (configuration not stated)
50	Cc1cc(N2C(=O)c3ccc(C(=O)NCc4ccccc4)cc3C2=O)no1
51	Cn1c(=O)c2c(nc(SCCNS(=O)(=O)c3ccccc3)n2C)n(C)c1=O
Assay by compound	41	42	43	44	45	46	47	48	49	50	51
NadD block	2	11	-2	-5	-4	-4	-2	-3	-5	-8	5
Scp1 inh	-12	53*	0	-2	·	-8	·	-18	-1	-1	-3
Rin1 Abl inh	1	-1	-1	1	-3	0	·	1	0	2	2
Neddylation inh	i	i	i	i	i	i	i	i	i	i	i
SUMO1 PPI mod	-13	11	-2	-4	-15	-1	5	5	1	-5	4
STEP inh	1	1	2	-3	2	-1	·	2	-1	-1	-2
DNMT1 block	1	-12	-8	-3	53*	-4	·	-23	-1	-1	2
LMPTP block	2.4	0.3	1.0	-0.4	1.4	-0.9	-1.2	6.0	-0.1	0.8	-0.4
CSN deneddyl inh	-21	-1	0	-3	0	0	1	-7	1	7	1
Rpn11 block	i	i	i	i	i	i	·	i	i	i	i

Screening results deposited in PubChem BioAssay by several laboratories.
